PrPC surface inh: inhibitors of human cell surface prion protein PrPC. inhibition, % at 13.8 µM. 0.43% of 370,000 active. TR-FRET read-out. AID 720596; in the data active = inhibition above about 24%; also: 0% = median of the test wells and 100% = reference compound wells
Mtb BioA inh: inhibitors of Mycobacterium tuberculosis BioA enzyme | inhibition, % at 9.99 µM | purified M. tuberculosis BioA enzyme, plate reader | 0.096% of 360,000 active; in the data active = inhibition above about 40%; inconclusive = no clear call, values can overlap the other calls
BoNT F protease: BoNT F light chain protease inhibition; Multiplex microsphere protease cleavage assay, flow cytometry; inhibition, % at 10 µM; 0.22% of 360,000 active; AID 588497; in the data active = inhibition above about 35%, passing the limit was not always enough; inconclusive = no clear call, values can overlap the other calls; also: plate controls were buffer without enzyme for full effect and enzyme alone for no effect
Rv3671c protease: Rv3671c (M. tuberculosis) protease inhibition; P9WHR9; inhibition, % at 5.96 µM; 0.048% of 320,000 active; in the data active = inhibition above about 38%;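 also: extracellular domain of Rv3671c used as enzyme; 0% = enzyme with DMSO and 100% = no enzyme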
Mtb UGM inh: blocks M. tuberculosis UGM enzyme; inhibition, % at 10 µM; purified UGM, fluorescence polarization probe displacement; P9WIQ1; 0.06% of 320,000 active; AID 504406; in the data active = inhibition above about 10%, passing the limit was not always enough; inconclusive = no clear call, values can overlap the other calls
Target sequence (P9WIQ1 whole entry, looked up): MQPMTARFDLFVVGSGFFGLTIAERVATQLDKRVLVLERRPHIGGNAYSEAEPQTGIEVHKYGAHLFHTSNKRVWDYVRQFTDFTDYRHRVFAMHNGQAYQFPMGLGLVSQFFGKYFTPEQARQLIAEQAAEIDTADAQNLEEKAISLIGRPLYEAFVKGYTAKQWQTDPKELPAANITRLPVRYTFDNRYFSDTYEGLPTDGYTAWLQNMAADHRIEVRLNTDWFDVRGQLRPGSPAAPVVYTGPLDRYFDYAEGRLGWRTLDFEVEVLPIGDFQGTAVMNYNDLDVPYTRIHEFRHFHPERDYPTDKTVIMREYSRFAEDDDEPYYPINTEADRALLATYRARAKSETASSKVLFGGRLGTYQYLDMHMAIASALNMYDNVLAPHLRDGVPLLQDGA
MazEF act: MazEF (E. coli) toxin RNase activation | AID 504720 | activation, % at 20 µM | 0.32% of 350,000 active | FAM/BHQ RNA-DNA oligo cleavage fluorescence, 5 h | P0AE70; in the data active = activation above about 50%
Target sequence (P0AE70 whole entry, looked up): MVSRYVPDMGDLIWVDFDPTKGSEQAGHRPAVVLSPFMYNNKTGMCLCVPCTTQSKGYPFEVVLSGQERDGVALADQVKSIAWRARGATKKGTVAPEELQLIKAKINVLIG
FadD28 binding: inhibitors of Mycobacterium tuberculosis FadD28 bisubstrate binding. FadD28 bisubstrate probe binding, fluorescence polarization. inhibition, % at 12.5 µM. 0.22% of 360,000 active. AID 588549; in the data active = inhibition above about 8.5%, passing the limit was not always enough; inconclusive = no clear call, values can overlap the other calls
GDH-TPI inh: inhibits GDH-TPI coupling enzymes, artifact for Mtb FBA screen; inhibition, % at 4.8 µM; GDH-TPI coupled enzyme counterscreen, NADH absorbance; 1.2% of 360,000 active; AID 588335; in the data active = inhibition above about 30%;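 also: 0% = DMSO wells and 100% = wells lacking the enzyme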
Mtb FBA inh: inhibitors of M. tuberculosis fructose-bisphosphate aldolase; P9WQA3; inhibition, % at 1 µM; purified M. tuberculosis FBA, fluorescence read-out; 2.3% of 360,000 active; in the data active = inhibition above about 27%;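 also: 0% = vehicle and 100% = reference inhibitor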
Target sequence (P9WQA3 whole entry, looked up): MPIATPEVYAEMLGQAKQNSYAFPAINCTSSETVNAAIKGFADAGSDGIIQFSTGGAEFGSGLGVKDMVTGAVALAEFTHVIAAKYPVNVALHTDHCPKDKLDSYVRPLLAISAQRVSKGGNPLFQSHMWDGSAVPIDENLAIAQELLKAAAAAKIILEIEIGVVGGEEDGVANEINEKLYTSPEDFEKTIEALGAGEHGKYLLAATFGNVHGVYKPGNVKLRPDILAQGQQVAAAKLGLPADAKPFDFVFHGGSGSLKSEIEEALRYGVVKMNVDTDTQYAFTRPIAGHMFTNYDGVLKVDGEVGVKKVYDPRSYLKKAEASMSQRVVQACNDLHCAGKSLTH
Active calls of the source: *; ? = inconclusive; · = no result given.

SMILES	PrPC surface inh	Mtb BioA inh	BoNT F protease	Rv3671c protease	Mtb UGM inh	MazEF act	FadD28 binding	GDH-TPI inh	Mtb FBA inh
CCN(CC(=O)NCc1cccs1)C(=O)/C=C/c1ccc(Cl)c(Cl)c1	4.4	1.8	3.8	-2.3	3.2	-7.5	-4.1	10.8	-3.3
Cc1cc(Oc2ccccc2)nc(-c2ccccc2O)n1	-3.7	1.1	-4.1	2.1	1.9	-4.1	-0.8	-2.6	-2.5
CC(=O)NC(Cc1ccccc1)C(=O)NC1CCN(C(=O)NC2CCCCC2)CC1 (stereo not given)	-3.5	-1.0	22.6	11.0	0.2	0.0	-1.4	0.0	22.0
CCN(CC)CCNC(=S)Nc1ccc(F)cc1	-2.8	·	-0.8	-5.5	0.8	-0.4	0.4	-4.5	7.2
c1ccc(N=NC2=NN(c3ccccc3)CS2)cc1	-5.2	-1.4	-19.5	·	·	0.9	-0.8	6.2	-8.6
Nc1nc2ccccc2n1C(=O)CCc1ccccc1	5.3	-0.5	13.3	-10.1	-2.2	6.2	-0.3	5.9	1.1
COC(=O)c1cc(=O)nc2sc3ccccc3n12	7.8	-1.1	24.2	4.3	-1.0	-1.9	-0.2	11.2	2.1
COc1ccccc1/C=C/C(C)=O	7.0	·	-2.6	0.6	-1.1	7.9	-1.5	10.6	6.2
Cc1cc(C(=O)C(=O)N(C)C)c(C)n1-c1ccc([N+](=O)[O-])cc1	-9.8	-1.5	1.2	-5.5	-3.6	-0.6	-3.3	16.7	-0.1
CN(c1ccc(OCC(=O)OCC(=O)Nc2cccc([N+](=O)[O-])c2)cc1)S(=O)(=O)c1ccc(F)cc1	-9.1	0.8	-7.9	-2.0	-1.5	11.9	-2.7	-5.6	-0.4
NS(=O)(=O)c1ccc(NC(=S)NNC(=O)CCC(=O)Nc2ccccc2Cl)cc1	-0.5	0.7	-3.8	-1.6	-1.2	2.1	·	-1.0	2.4
Cc1c(C(=O)Nc2ccccc2N2CCN(C)CC2)oc2ccc(F)cc12	-4.1	-1.1	?	·	·	9.2	-1.9	1.7	6.3
CC1CN(S(=O)(=O)c2cc(C(=O)NC(C)c3cccnc3)ccc2Cl)CC(C)O1 (stereo not given)	-3.9	-0.8	-18.0	2.6	0.9	1.8	-3.2	-8.6	1.6
CN(CC(=O)Nc1ccccc1Cl)C(=O)COC(=O)c1ccc(=O)n(Cc2ccccc2)n1	-3.4	-0.5	7.5	-0.1	·	3.1	-2.8	-2.4	5.3
Cc1ccccc1-c1cc(C(=O)Nc2sc(C)c(C)c2C(N)=O)c2ccccc2n1	-2.1	·	-5.6	-10.3	-2.0	7.7	-4.0	-3.4	-8.9
O=C(CN1CCCN(S(=O)(=O)c2ccc(Br)s2)CC1)Nc1ccc(Cl)cc1	-8.0	0.0	-6.7	-5.8	0.4	-4.4	-2.2	19.1	-0.4
CCOC(=O)C(=CNc1cccnc1Oc1ccc(C)c2c1CCC2)C(=O)OCC	10.1	·	?	2.8	-0.6	-2.2	-1.8	-3.4	-3.5
CC1(C(=O)NS(=O)(=O)c2ccc3c(c2)CCO3)CCN1C(=O)C1(c2ccc(Cl)cc2)CCC1 (stereo not given)	-1.6	0.4	-5.7	·	·	·	-2.1	11.9	1.4
CCN(CC)S(=O)(=O)c1ccc(-c2nnc(SCC(=O)N3c4ccccc4CC3C)n2CC)cc1 (stereo not given)	3.9	-2.3	-0.3	0.2	1.2	0.1	-3.9	-2.3	1.3
CC(C)Cc1nnc(NC(=O)CCNC(=O)c2ccccc2Cl)s1	1.5	-0.1	-5.1	-2.1	·	4.0	-3.3	0.4	-1.1
CC(=O)c1ccc2c(c1)C1C=CCC1C(c1cc3c(cc1Br)OCO3)N2 (stereo not given)	5.0	0.2	-7.4	-7.8	-1.9	4.7	-2.7	18.5	4.1
CCN(CC)S(=O)(=O)c1cccc(C(=O)NNC(=O)C2=NN(c3ccccc3)C(=O)CC2)c1	0.3	-1.0	-2.5	-4.5	-3.1	9.6	-1.4	11.1	-4.8
COc1ccc(NC(=O)Cc2nnc(N)s2)cc1	3.0	·	5.3	-3.1	-0.9	-6.2	-2.4	7.7	-0.1
OC(Cc1ccccc1Br)c1ncc(-c2ccc(Cl)cc2)[nH]1 (stereo not given)	10.9	-0.1	-5.5	·	·	·	-0.5	8.0	-0.6
CCc1nnc(NC(=O)CC23CC4CC(CC(Br)(C4)C2)C3)s1	-3.4	-0.4	27.3	1.4	-1.8	-11.2	-1.7	-3.1	1.0
Other structures.
SMILES	PrPC surface inh	Mtb BioA inh	BoNT F protease	Rv3671c protease	Mtb UGM inh	MazEF act	FadD28 binding	GDH-TPI inh	Mtb FBA inh
NC(=O)CC(NC(=O)Cc1ccc(Cl)cc1)c1ccc(NCCN2CCOCC2)c([N+](=O)[O-])c1 (stereo not given)	-8.1	-5.7	-2.0	2.0	0.1	5.4	0.7	1.7	-0.1
Cn1nc(C(=O)N2CCc3ccccc3C2)c2ccccc2c1=O	9.1	2.7	5.1	2.5	-0.5	0.3	-0.9	-1.5	0.5
CS(=O)(=O)N(CC(=O)NCCSCc1ccccc1)c1ccccc1Cl	3.1	-1.5	-1.0	-0.6	1.9	3.7	-3.5	-0.4	2.3
OC[C@H]1O[C@@H](c2nc(-c3ccc4c(c3)CCO4)no2)[C@H](O)[C@@H](O)[C@H]1O	2.1	0.5	-7.7	·	·	·	-0.2	2.6	-0.6
N#CC1(C(N)=O)OC12CCS(=O)(=O)c1ccccc12 (stereo not given)	9.9	·	3.6	·	·	-16.7	-0.6	6.0	3.0
Cc1nc2nc(C)c(NS(=O)(=O)c3ccc(Cl)cc3)c(=O)n2[nH]1	-9.2	0.6	-10.1	1.6	0.4	-0.1	1.0	3.0	2.4
Cc1cccc(Cn2c(C)c(C)c3cc(C(=O)NCCN4CCOCC4)ccc32)c1	-10.7	2.0	-10.7	-3.9	-2.8	2.2	-1.2	8.6	4.0
Cc1ccc(OCCC(=O)Nc2ccc(S(=O)(=O)Nc3cc(C)nc(C)n3)cc2)cc1	-2.1	·	-1.3	-2.8	-3.1	1.2	-3.4	7.2	-3.2
O=S(=O)(c1ccc(Br)s1)n1cccn1	-0.1	-0.5	1.0	5.9	-5.4	3.6	-4.2	-16.0	-5.1
Cn1c(NCc2ccccc2)nc2cc(-c3ccccc3)sc2c1=O	3.1	-2.6	6.0	·	·	·	-1.3	12.8	1.8
CCC1CCc2c(sc(NC(=O)c3ccco3)c2C(N)=O)C1 (stereo not given)	-11.5	-0.1	-11.5	-29.5	1.1	6.3	0.5	26.8	6.4
CN(Cc1ccc(Br)cc1)CC(O)COc1cccc(Br)c1 (stereo not given)	1.9	0.1	-3.9	-7.9	0.3	-4.2	·	-0.8	-0.4
O=[N+]([O-])c1ccc2c(c1)C(O)n1ncnc1S2 (stereo not given)	-35.5	·	1.2	-0.3	-2.1	-5.0	-2.6	14.2	-4.8
CC(C)CC(N)C(=O)OCc1ccc([N+](=O)[O-])cc1 (stereo not given)	-4.7	·	-3.2	3.3	4.0	2.5	-2.2	-4.8	-0.5
CCOC(=O)[C@H]1[C@H]2COc3cc(OC)ccc3[C@@H]2N2C(=O)c3cc(F)c(F)cc3NC(=O)[C@@]12C	-3.3	3.2	6.8	-26.4	4.0	3.3	-3.8	6.8	2.1
OC(CN1CCN(c2ccccn2)CC1)Cn1c2ccc(Cl)cc2c2cc(Cl)ccc21 (stereo not given)	-3.4	-1.1	20.4	-23.6	1.2	-5.4	-3.1	9.7	1.8
CC(C)CCNC(=O)NC(=O)CSc1ccc(S(=O)(=O)N2CCOCC2)cn1	2.2	-1.6	0.0	-1.1	3.3	-10.1	-1.9	0.4	1.8
COc1ccc(CNC(=O)[C@H](C)NC(=O)C2CCN(C(=O)[C@@H](N)CCSC)CC2)cc1	4.2	-1.4	5.5	3.9	0.9	13.0	-3.4	-2.0	2.2
CCNc1nc(NCC)n2c(SC(C(=O)Nc3cc(Cl)cc(Cl)c3)c3ccccc3)nnc2n1 (stereo not given)	1.2	1.7	-6.7	-6.4	-2.3	-8.9	0.4	4.1	0.3
CCN(CC)S(=O)(=O)c1ccc(NC(=O)COC(=O)CCc2cc(OC)c(OC)c(OC)c2)cc1	8.2	·	10.7	-8.7	0.4	0.2	-3.4	10.1	0.6
O=C(C(=O)N1CCCCC1)c1cn(CC(=O)N2CCCCCC2)c2ccccc12	12.0	-0.7	10.6	-1.7	2.5	2.9	-5.6	6.9	-2.4
COc1ccc(OC)c2[nH]c(=O)c(CCNC(=O)c3ccc(S(=O)(=O)N4CCCC4)cc3)cc12	5.5	·	2.4	0.1	-2.3	8.8	-2.4	7.5	3.4
Cc1nn(-c2ccc(Cl)cc2)c2sc(C(=O)N3CCN(c4ccccn4)CC3)cc12	2.4	-1.5	-2.2	0.3	0.9	23.5	-3.7	3.7	-6.3
CCOc1ccc(OCCSc2nc(-c3ccccc3)cc(=O)[nH]2)cc1	5.7	·	0.7	3.5	2.9	-23.2	-0.7	11.8	2.1
Cc1cccc(NC(=O)NNC(=O)c2c(Cl)c(C)nn2C)c1	3.1	-0.9	-1.6	5.8	0.9	3.6	-1.7	6.3	-0.3

4 entries out of the list, ordered by molecular weight, smallest number first.
SMILES	PrPC surface inh	Mtb BioA inh	BoNT F protease	Rv3671c protease	Mtb UGM inh	MazEF act	FadD28 binding	GDH-TPI inh	Mtb FBA inh
O=[N+]([O-])c1ccc2c(c1)C(O)n1ncnc1S2 (stereo not given)	-35.5	·	1.2	-0.3	-2.1	-5.0	-2.6	14.2	-4.8
O=S(=O)(c1ccc(Br)s1)n1cccn1	-0.1	-0.5	1.0	5.9	-5.4	3.6	-4.2	-16.0	-5.1
Cn1c(NCc2ccccc2)nc2cc(-c3ccccc3)sc2c1=O	3.1	-2.6	6.0	·	·	·	-1.3	12.8	1.8
CC(=O)c1ccc2c(c1)C1C=CCC1C(c1cc3c(cc1Br)OCO3)N2 (stereo not given)	5.0	0.2	-7.4	-7.8	-1.9	4.7	-2.7	18.5	4.1

Continuation:
SMILES	PrPC surface inh	Mtb BioA inh	BoNT F protease	Rv3671c protease	Mtb UGM inh	MazEF act	FadD28 binding	GDH-TPI inh	Mtb FBA inh
CC(=O)Nc1sc(NC(=O)c2ccccc2)nc1-c1cccs1	-9.9	-1.9	6.5	4.7	2.5	6.2	-4.2	8.0	-3.8
O=C(Nc1cccc(NC(=O)c2cccc(Cl)c2)c1)c1cccnc1	4.8	34.3	-5.0	-13.0	0.0	10.2	-5.7	-2.7	-2.1
O=C(CCN1C(=O)/C(=C\C=C\c2ccccc2)SC1=S)Nc1ccc(C(=O)O)cc1	10.2	-0.5	24.5	-37.5	-4.2	-15.0	-6.0	-7.2	-6.6
CCc1ccccc1OCC(=O)Nc1cc(S(=O)(=O)N(CC)CC)ccc1N1CCOCC1	9.4	-2.9	-3.7	-10.5	1.2	-8.2	-0.8	5.6	-0.4
Cc1ccc(NC(=O)CSCC(=O)N(C)Cc2c(F)cccc2Cl)cc1	9.0	0.1	-9.1	·	·	4.3	-4.0	-3.9	-2.4
CCN(CC)c1ccc(/C=N/N2C(=O)c3ccccc3C2=O)c(O)c1	0.6	-1.0	10.0	0.6	-1.5	1.5	-0.2	23.3	0.6
COc1ccc(Cc2nnc(NC(=O)CS(=O)(=O)c3ccc(C)cc3)s2)cc1OC	-4.0	-1.8	-21.2	-6.1	1.4	9.1	0.3	-1.5	4.8
CC(NC(=O)C1CCN(S(=O)(=O)c2cnc[nH]2)CC1)c1ccccc1 (stereo not given)	-8.9	0.8	-8.0	-0.7	·	-0.3	3.0	-1.1	3.0
COC(=O)c1ccc(/C=C/c2c(-c3ccc(OC)cc3)oc3ccccc23)cc1	3.4	-1.0	-12.1	-0.1	1.6	-3.0	-1.6	12.1	9.2
CC(C)n1c(Oc2ccc(F)cc2)nc2c1c(=O)n(C)c(=O)n2C	1.4	·	4.3	5.8	-0.8	1.3	0.7	5.1	-3.5
CC(C)c1ccc(Nc2nc(N3CCOCC3)nc(N3CCOCC3)n2)cc1	-1.9	0.7	6.0	·	·	5.6	-0.4	9.7	0.1
CC(NC(=O)COC(=O)c1ccco1)c1ccccc1 (stereo not given)	-4.3	-1.6	6.4	4.6	1.0	4.6	-1.5	2.9	-1.0
